SR-BI HDL uptake: inhibitors of mouse SR-BI mediated HDL lipid uptake. inhibition, % at 12.5 µM. actives 0.96% (n = 320,000). AID 488896. ldlA[mSR-BI] CHO cells, DiI-HDL uptake fluorescence, 3 h;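 active = mean replicate inhibition of at least 70% and a set share of replicates each scoring 70 or more; inconclusive = meets just one of the two criteria; inactive = fails both criteria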;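 also: 0% = median of neutral control wells and 100% = median of positive control wells; values of inactives mirror those of a sister screen read the other way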
MITF act: activators of MITF-driven TRPM1 promoter activity in SK-MEL-5 cells | actives 0.75% (n = 300,000) | activation, % at 12.5 µM | AID 588334 | SK-MEL-5 TRPM1-promoter luciferase, 24 h; % of positive control, neutral wells = 0;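 active = mean activation of at least 80% with every replicate also reaching 80%; inconclusive = mean reaches 80% but some replicate falls short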;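 also: 0% = neutral control wells and 100% = parthenolide positive control wells; values of inactives mirror those of a sister screen read the other way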
V-ATPase pHluor: yeast V-ATPase proton transport regulation by pHLuorin. response, % at 10 µM. actives 0.37% (n = 350,000). S. cerevisiae, pHLuorin cytosolic pH fluorescence; in the data active = response mostly above about 7.3%, no sharp cut-off; inactive = mostly below about 5.4%; also: actives read high; inactives centre near 0; some compounds called inactive have numbers as strong as hits; reference of the scale not given here
PvdQ inh: blocks Pseudomonas aeruginosa PvdQ acylase activity; purified PvdQ acylase, fluorescence plate reader; actives 0.063% (n = 340,000); inhibition, % at 10 µM; in the data active = inhibition above about 30%, passing the limit was not always enough; inconclusive = no clear call, values can overlap the other calls;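 also: 0% = vehicle neutral wells and 100% = reference inhibitor wells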
HTR5A ag: activates human HTR5A in OPRM1-OPRD1 agonist counter-screen; P47898; HTR5A agonist assay, luminescence, cell-based; activation, % at 9.3 µM; actives 0.61% (n = 340,000); AID 504692; in the data active = activation mostly above about 9.5%, no sharp cut-off; inactive = mostly below about 7.6%;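 also: 0% = cells with vehicle only and 100% = reference agonist; strong numbers were not always called active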
HTR5A inv ctr: inverse agonist of human HTR5A in OPRM1-OPRD1 counter-screen; P47898; HTR5A cell line, luminescence, inverse agonism; inhibition, % at 9.3 µM; actives 0.083% (n = 340,000); AID 504634; in the data active = inhibition mostly above about 23%, no sharp cut-off; inactive = mostly below about 18%;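 also: 0% = cells with DMSO and 100% = no-cell wells with DMSO; some compounds called inactive have numbers as strong as hits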
Wnt act: activates Wnt/beta-catenin signaling in a reporter cell assay; activator, plate reader; activation, % at 9.35 µM; actives 1.2% (n = 300,000); AID 743398; in the data active = activation above about 30%, passing the limit was not always enough; inconclusive = no clear call, values can overlap the other calls;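 also: 0% = neutral control wells and 100% = positive control wells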
dFosB act: activators of mouse delta FosB homodimer; P13346; purified delta FosB, TAMRA-CDK5 oligo fluorescence polarization; percent of positive-control signal above neutral wells; activation, % at 25 µM; actives 0.99% (n = 340,000);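 active = mean activation above about 17%, with every replicate also reaching it, limit read from the data, passing the limit was not always enough; inconclusive = only one of the two conditions met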;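 also: fluorescence polarization rise as delta FosB binds a TAMRA Cdk5 AP-1 oligo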
CDK5 p35 inh: CDK5/p35 (human) kinase inhibition; Q00535+Q15078; Recombinant CDK5/p35, ADP-Glo luminescence, 60 min; inhibition, % at 10 µM; actives 0.01% (n = 330,000); AID 488839;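 active = highest replicate inhibition of at least 50% and at least 75% of replicates reaching 50%; inconclusive = only one of the two criteria met; inactive = both criteria failed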;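 also: plate controls were DMSO neutral control for no effect and GW8510 at 10 µM for full effect; many of its hits are not listed in these tables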
NSD2 inh: NSD2 (human) methyltransferase inhibition. O96028. NSD2 peptide methylation, AlphaScreen, 120 min. inhibition, % at 12.5 µM. actives 0.54% (n = 310,000). AID 743445; in the data active = inhibition above about 50%
Numbers without * were called inactive; ? = inconclusive; nt = not tested or not shown.

#1 Cc1cc(C)c(C)c(S(=O)(=O)Nc2cccc(-n3cnnn3)c2)c1C
#2 C=C(C)COc1ccc(-c2ncncc2Oc2ccc(OC)cc2)c(O)c1
#3 NC(=O)c1ccc(NC(=O)CCCN2C(=O)c3ccccc3C2=O)cc1
#4 COc1cc(C2/C(=C(/O)c3ccc(F)cc3)C(=O)C(=O)N2CCCC(=O)O)ccc1O (centres undefined)
#5 COc1ccc(/C(N)=N/OC(=O)c2cccc([N+](=O)[O-])c2)cc1OC
#6 C/C(=N\N=C1\NC(=O)C(CC(=O)Nc2ccc(C)c(Cl)c2)S1)C(C)(C)C (centres undefined)
#7 O=C1C=C(N(CCO)CCO)C2(CCCCC2)O1
#8 O=C(CSc1nncn1-c1cccnc1)N1CCOCC1

Compound,1,2,3,4,5,6,7,8
SR-BI HDL uptake,-17,-9,-3,-27,39,-1,-10,-7
MITF act,-5,3,nt,nt,63,2,-2,-8
V-ATPase pHluor,1,1,-3,-2,-3,2,1,1
PvdQ inh,-12,-15,-2,-3,-7,-15,3,-8
HTR5A ag,3,3,-6,3,0,2,-3,2
HTR5A inv ctr,-21,-6,17,-20,0,4,7,5
Wnt act,-1,nt,nt,-1,0,-3,nt,1
dFosB act,-8,3,7,-3,-7,-6,2,-11
CDK5 p35 inh,1.2,0.4,-0.1,-1.0,-2.2,0.0,-3.9,-1.8
NSD2 inh,-3,0,-1,-1,1,-2,0,-3

#9 Cc1cc(C)n(C(=O)Cn2nc(C)c(Br)c2C)n1
#10 COc1ccccc1OCC(=O)Nc1ccccn1
#11 COc1cc2c(cc1OC)C(=O)CC(C)S2 (centres undefined)
#12 O=C(O)C1=NOC(CNc2ncc(C(F)(F)F)cc2Cl)C1 (centres undefined)
#13 CN1C(=O)C(=O)/C(=C(/O)c2ccc(Br)cc2)C1c1cccc([N+](=O)[O-])c1 (centres undefined)
#14 Cc1ccc(S(=O)(=O)/N=C2\C(=O)c3ccccc3C([O-])=C2n2cc[n+](CCC(C)C)c2)cc1
#15 CCCCN1C(=O)c2ccc(C(=O)N(C)CC(=O)Nc3ccc(OCC)c(OCC)c3)cc2C1=O
#16 COC(=O)CSc1nc(N)c(NC(=O)c2ccc(OC)c(OC)c2)c(=O)[nH]1

Compound,9,10,11,12,13,14,15,16
SR-BI HDL uptake,18,11,-1,-15,4,-31,?,-39
MITF act,nt,10,4,-11,7,-66,25,nt
V-ATPase pHluor,1,0,-4,1,2,-2,3,2
PvdQ inh,-9,-5,-2,-19,-7,-10,-9,-13
HTR5A ag,-4,0,11,-4,-2,0,-2,-1
HTR5A inv ctr,13,0,-31,10,6,14,6,-7
Wnt act,0,nt,1,4,0,nt,-2,-2
dFosB act,-1,2,0,2,-3,-16,-14,6
CDK5 p35 inh,-0.8,3.7,-0.5,-1.0,-1.0,-0.3,1.5,-1.6
NSD2 inh,-2,2,-4,0,1,nt,4,nt

#17 Cc1occc1C(=O)Nc1nnc(C2CCCCC2)s1
#18 O=[N+]([O-])c1cccc(S(=O)(=O)Nc2ccc(S(=O)(=O)N3CCCC3)cc2)c1
#19 COc1ccc(NS(=O)(=O)c2cc(NC(=O)c3ccc(=O)[nH]c3)ccc2N2CCCC2)cc1
#20 CCc1nnc(NS(=O)(=O)c2ccc(NC(=S)NC(=O)c3ccccc3)cc2)s1
#21 COc1ccc(NC(=O)c2ccccc2Cl)c(NC(=O)c2ccco2)c1
#22 O=C(CSc1ccc2c(c1)OCCO2)NC(=O)Cc1ccccc1
#23 COc1cc(C(=O)Nc2cccc(-c3nc4cc(C)ccc4o3)c2C)cc(OC)c1OC
#24 COC(=O)c1ccccc1NC(=O)NCC1CCCO1 (centres undefined)

Compound,17,18,19,20,21,22,23,24
SR-BI HDL uptake,29,-9,6,-10,15,-12,52,4
MITF act,91*,8,-9,-12,8,5,6,-4
V-ATPase pHluor,10*,0,-4,-4,2,2,-4,-3
PvdQ inh,-18,-12,-8,-2,-19,-9,-17,-13
HTR5A ag,-2,-5,6,-3,2,6,14,0
HTR5A inv ctr,21,13,-14,4,-16,19,-34,-7
Wnt act,nt,-1,-6,13,2,-2,nt,nt
dFosB act,-4,6,-9,-6,-9,-6,-14,1
CDK5 p35 inh,-1.4,-4.3,0.6,-1.4,1.1,-0.2,-0.6,-0.7
NSD2 inh,-1,1,6,1,nt,-1,-2,0

Complete entries, looked up by structure. Order of values: SR-BI HDL uptake, MITF act, V-ATPase pHluor, PvdQ inh, HTR5A ag, HTR5A inv ctr, Wnt act, dFosB act, CDK5 p35 inh, NSD2 inh
`COc1ccc(/C(N)=N/OC(=O)c2cccc([N+](=O)[O-])c2)cc1OC` in the list: 39, 63, -3, -7, 0, 0, 0, -7, -2.2, 1
`COc1ccccc1OCC(=O)Nc1ccccn1` in the list: 11, 10, 0, -5, 0, 0, nt, 2, 3.7, 2

(next part)
#25 COc1cccc(C2C=C(c3ccc(Br)s3)Nc3ncnn32)c1OC (centres undefined)
#26 Cn1c(=O)c2c(nc(CN3CCN(C(=O)c4ccco4)CC3)n2CC(=O)C(C)(C)C)n(C)c1=O
#27 O=C(NCN1CCCCC1)c1cccnc1
#28 COc1ccc(C(=O)N(C)C2CCCCC2)cc1S(=O)(=O)N1CCOCC1
#29 COc1ccc(C(=O)Nc2cccc(C(=O)N3CCN(C)CC3)c2)cc1
#30 CCN(CC)CCNC(=O)C(Oc1ccccc1)Oc1ccccc1
#31 CCn1c(CSc2ncn[nH]2)nc2cc(C(=O)O)ccc21
#32 O=C(NCCCN1CCN(Cc2ccccc2)CC1)C1CCN(S(=O)(=O)N2CCC3(CC2)OCCO3)CC1

Compound,25,26,27,28,29,30,31,32
SR-BI HDL uptake,-6,-2,-26,-7,9,-18,nt,15
MITF act,4,5,nt,-6,nt,-9,-12,2
V-ATPase pHluor,0,-3,-7,4,-2,4,0,1
PvdQ inh,-11,3,-3,-9,-14,-3,-7,-17
HTR5A ag,2,4,-4,0,1,3,-4,0
HTR5A inv ctr,16,-41,1,1,-2,-12,-3,4
Wnt act,nt,0,nt,3,-2,1,-2,-2
dFosB act,6,-3,8,0,2,-3,-12,-6
CDK5 p35 inh,-1.3,0.1,-0.6,-1.1,0.3,-1.0,0.9,-0.7
NSD2 inh,nt,4,7,0,4,8,nt,-3

#33 O=C(c1ccccc1)N1CCN(c2nc3ccc([N+](=O)[O-])cc3s2)CC1
#34 Cc1cccc(C2c3[nH]c4ccccc4c3CCN2C(=O)c2cc(C(C)C)nc(N)n2)n1 (centres undefined)
#35 COCC1CCCCN1C(=O)C1CCN(c2nc(-c3ccccc3)nc3c2CCC3)CC1 (centres undefined)
#36 COCc1nnc(NC(=O)CS(=O)(=O)c2ccc(C)cc2)s1
#37 COc1ccc(/C=C/C(=O)Oc2ccc(/C=N/NC(=O)c3ccccc3)cc2)cc1OC
#38 COc1cccc(C(=O)NCC(=O)NCc2cc(=O)n(C)c(=O)n2C)c1OC
#39 CCCNC(=O)C(Cc1ccccc1)NC(=O)c1ccccc1 (centres undefined)
#40 COc1ccccc1N(CC(=O)Nc1ccc(C)cc1Cl)S(=O)(=O)c1cccs1

Compound,33,34,35,36,37,38,39,40
SR-BI HDL uptake,0,39,32,nt,13,-11,-11,25
MITF act,-4,-25,2,1,1,-1,-5,-4
V-ATPase pHluor,16*,-3,4,1,-2,1,1,1
PvdQ inh,-3,-13,-5,-9,0,-3,-17,-11
HTR5A ag,3,4,7,2,1,-1,-3,-1
HTR5A inv ctr,-1,7,15,-5,-14,0,4,4
Wnt act,-1,-1,-2,0,nt,-2,-1,-2
dFosB act,-6,-10,-12,-1,4,5,-14,-4
CDK5 p35 inh,-6.2,-0.1,0.9,-2.9,-0.9,1.0,0.2,0.8
NSD2 inh,-4,0,0,-4,0,-4,nt,-1

#41 CCOC(=O)COc1cc(OCC(=O)OCC)c2c(=O)cc(-c3ccccc3)oc2c1
#42 CC(=O)c1ccc(CC2SC(N)=NC2=O)cc1 (centres undefined)
#43 CC(=O)Nc1ccc(SCC(=O)c2ccc(Br)s2)cc1
#44 O=C(NCc1nc2ccccc2[nH]1)C1=C[C@H](c2coc3ccccc3c2=O)C[C@H](OCCCCO)O1
#45 Cc1ccc(C)n1NC(=O)c1ccccc1Cl
#46 CCOc1ncccc1C(=O)Nc1cc2c(cc1Br)OCCO2
#47 O=Cc1c(N2CCCCC2)nc2ccccn2c1=O
#48 O=C(CSc1nc(-c2ccco2)cc(C(F)(F)F)n1)N1CCCc2ccccc21
#49 O=S(=O)(NCc1ccccn1)c1ccc2ccccc2c1
#50 Cn1c(N)c(S(=O)(=O)NCc2ccccc2)c(=O)n(C)c1=O

Compound,41,42,43,44,45,46,47,48,49,50
SR-BI HDL uptake,-5,-22,-10,-30,29,39,-8,0,12,-4
MITF act,19,nt,22,-8,-5,31,-4,-15,12,6
V-ATPase pHluor,2,0,2,2,1,-1,-1,6,-4,3
PvdQ inh,-17,-5,2,-3,-15,4,2,-1,11,8
HTR5A ag,-1,2,-8,11,0,3,nt,-2,7,-1
HTR5A inv ctr,2,-8,3,-25,1,-8,nt,5,-13,-9
Wnt act,nt,0,5,-5,nt,8,0,nt,1,1
dFosB act,-39,2,-2,-1,-2,-9,2,6,-1,5
CDK5 p35 inh,-0.5,-0.5,6.7,-0.5,0.7,1.2,-0.4,-1.7,1.4,-1.8
NSD2 inh,2,-1,1,nt,-1,0,-2,0,-8,nt

Random excerpt: three records from the list, in no set order.
#41 CCOC(=O)COc1cc(OCC(=O)OCC)c2c(=O)cc(-c3ccccc3)oc2c1
#43 CC(=O)Nc1ccc(SCC(=O)c2ccc(Br)s2)cc1
#13 CN1C(=O)C(=O)/C(=C(/O)c2ccc(Br)cc2)C1c1cccc([N+](=O)[O-])c1 (centres undefined)

Compound,41,43,13
SR-BI HDL uptake,-5,-10,4
MITF act,19,22,7
V-ATPase pHluor,2,2,2
PvdQ inh,-17,2,-7
HTR5A ag,-1,-8,-2
HTR5A inv ctr,2,3,6
Wnt act,nt,5,0
dFosB act,-39,-2,-3
CDK5 p35 inh,-0.5,6.7,-1.0
NSD2 inh,2,1,1

Compounds were not picked by outcome. About 5% of those tested had a hit in this group.
